TCR activator: activates T cell receptor signaling. 330,000 tested, under 10 active. primary human leukocytes, anti-CD3, IL-2 HTRF, 48 h. Potency, µM (highest dose often 9.22 µM), without a hit: at the top dose activation of IL-2 secretion, actives largely listed as activators; note: % of control where 0% means no effect
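Compounds are tested in HTS on primary human leukocytes co-incubated with a-CD3 beads for 48 hr. IL-2 output is measured by time-resolved FRET.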
A-T KAP1 phos: candidate therapy for ataxia-telangiectasia | […] A-T fibroblasts, KAP-1 phosphorylation AlphaLISA; neocarzinostatin DNA damage 30 min before lysis | Potency, µM (top dose mostly 57.5 µM), without a hit: top-dose activation, actives largely listed as activators | actives 0.19% (n = 320,000); note: potency is the fitted concentration of half-maximal effect; % of control where 0% means no effect; nearly all actives have a fitted effect of over 45% in size
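hTERT-immortalized A-T patient fibroblasts ([…]), 500 cells/well in OPTI-MEM, 1% FBS, got compounds for 60 min, then NCS for 30 min at 37C. Lysates were then assayed for phospho-KAP-1 by AlphaLISA (anti-pKAP1 donor, anti-KAP1 acceptor beads), 6 hr at 25C.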
ASM inhibitor: inhibitors of human secretory acid sphingomyelinase; P17405; placental ASM, HMU-PC fluorogenic substrate, 60 min; Potency, µM (highest dose often 57.5 µM), inactives show top-dose activity change, negative = inhibition, actives largely listed as inhibitors; actives 0.006% (n = 340,000); AID 504937; note: potency is the fitted concentration of half-maximal effect
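Fluorogenic HMU-PC substrate (9 uM final) is turned over by placental ASM in 60 min at 37 C after a 10 min compound preincubation. Reaction ended by alkaline stop (pH 10), with fluorescence read at 386/447 nm.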
TSHR antagonist: human thyrotropin receptor antagonism; actives 0.2% (n = 330,000); TSHR-expressing cells, TSH-stimulated cAMP HTRF, 2 h; hits give low values; activity change, negative = inhibition, % at 11.5 µM; AID 504810;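 active = activity change below a set negative limit, meaning inhibition stronger than a set level, cut at about -70% in these data; inconclusive = activity change between two set negative limits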; note: % is set by controls: 0 for no effect and ±100 for the full control effect
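Antagonism was scored as loss of TSH-driven cAMP in TSHR cells, stimulated with 4nM TSH (EC80) for 2 hours at 37 deg C and detected by homogeneous HTRF competition immunoassay.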
Menin MLL FP TR: menin-MLL binding inhibition, Texas Red mutant peptide; O00255; Potency, µM (doses to about 61.6 µM), inactives show top-dose FP activity change, negative = inhibition, most hits filed as inhibitors; actives 0.23% (n = 270,000); Menin + Texas Red MLL mutant peptide, fluorescence polarization; AID 1768; active = well fitted inhibition curve with a large enough effect in the polarisation, with a control signal flat, not every such curve was filed as active; inconclusive = small, poorly fitted or top-dose-only effect, or effect the other way, or a change in a side signal; inactive = no such curve, though single readings can be large or run the other way; the % refers to the polarisation; note: potency is the fitted concentration of half-maximal effect; % of control where 0% means no effect; many of its hits are not listed in these tables
Mito fusion yeast: blocks mitochondrial division or promotes mitochondrial fusion | S. cerevisiae fusion-defective mutant growth rescue, CellTiterGlo 48 h | Potency, µM (top dose mostly 46.1 µM), without a hit: at the top dose growth rescue (activation), hits mostly activators | actives 0.23% (n = 320,000);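 note: potency is the fitted concentration of half-maximal effect; % of control where 0% means no effect; nearly all actives have a fitted effect of over 45% in size; temperature-sensitive fusion mutants such as fzo1-1 at 37 °C on non-fermentable ethanol glycerol medium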
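S. cerevisiae fusion-defective temperature-sensitive mutants (e.g. fzo1-1, mgm1-5) grown 48 h at 37C in YPEG (ethanol/glycerol non-fermentable) medium with 23 nl compound per well; growth rescue read as CellTiterGlo luminescence.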
Integrin act MD: integrin-mediated muscular dystrophy alleviation activation; alpha7betagal myoblasts, beta-gal FDG fluorescence, 48 h; Potency, µM (titrated, usually from 38.3 µM), without a hit: top-dose activation, actives largely listed as activators; actives 0.064% (n = 350,000); AID 624291;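 note: potency is the fitted concentration of half-maximal effect; 100% = response of the positive control SU9516; nearly all actives have a fitted effect of over 60% in size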
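alpha7betagal+/- myoblasts (passage 13, 250/well) treated 48 h at 37C with compounds at 1:260 dilution of DMSO stock. Lysed, then beta-galactosidase activity read as FDG fluorescence (ex 480/em 540) after 30 min, with pre-read for autofluorescence.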
MLL CXXC-DNA inh: blocks binding of human MLL CXXC domain to DNA; actives 0.037% (n = 290,000); AID 2662; Potency, µM (top dose mostly 115 µM), inactives show top-dose activity change, negative = inhibition, hits mostly inhibitors; Q03164; MLL-CXXC / FITC-HOXA9 DNA fluorescence polarization; active = well fitted inhibition curve with a large enough effect in the polarisation, with a control signal flat, not every such curve was filed as active; inconclusive = small, poorly fitted or top-dose-only effect, or effect the other way, or a change in a side signal; inactive = no such curve, though single readings can be large or run the other way; the % refers to the polarisation; note: potency is the fitted concentration of half-maximal effect
Target sequence (Q03164 whole entry, looked up, the tested form may be a part): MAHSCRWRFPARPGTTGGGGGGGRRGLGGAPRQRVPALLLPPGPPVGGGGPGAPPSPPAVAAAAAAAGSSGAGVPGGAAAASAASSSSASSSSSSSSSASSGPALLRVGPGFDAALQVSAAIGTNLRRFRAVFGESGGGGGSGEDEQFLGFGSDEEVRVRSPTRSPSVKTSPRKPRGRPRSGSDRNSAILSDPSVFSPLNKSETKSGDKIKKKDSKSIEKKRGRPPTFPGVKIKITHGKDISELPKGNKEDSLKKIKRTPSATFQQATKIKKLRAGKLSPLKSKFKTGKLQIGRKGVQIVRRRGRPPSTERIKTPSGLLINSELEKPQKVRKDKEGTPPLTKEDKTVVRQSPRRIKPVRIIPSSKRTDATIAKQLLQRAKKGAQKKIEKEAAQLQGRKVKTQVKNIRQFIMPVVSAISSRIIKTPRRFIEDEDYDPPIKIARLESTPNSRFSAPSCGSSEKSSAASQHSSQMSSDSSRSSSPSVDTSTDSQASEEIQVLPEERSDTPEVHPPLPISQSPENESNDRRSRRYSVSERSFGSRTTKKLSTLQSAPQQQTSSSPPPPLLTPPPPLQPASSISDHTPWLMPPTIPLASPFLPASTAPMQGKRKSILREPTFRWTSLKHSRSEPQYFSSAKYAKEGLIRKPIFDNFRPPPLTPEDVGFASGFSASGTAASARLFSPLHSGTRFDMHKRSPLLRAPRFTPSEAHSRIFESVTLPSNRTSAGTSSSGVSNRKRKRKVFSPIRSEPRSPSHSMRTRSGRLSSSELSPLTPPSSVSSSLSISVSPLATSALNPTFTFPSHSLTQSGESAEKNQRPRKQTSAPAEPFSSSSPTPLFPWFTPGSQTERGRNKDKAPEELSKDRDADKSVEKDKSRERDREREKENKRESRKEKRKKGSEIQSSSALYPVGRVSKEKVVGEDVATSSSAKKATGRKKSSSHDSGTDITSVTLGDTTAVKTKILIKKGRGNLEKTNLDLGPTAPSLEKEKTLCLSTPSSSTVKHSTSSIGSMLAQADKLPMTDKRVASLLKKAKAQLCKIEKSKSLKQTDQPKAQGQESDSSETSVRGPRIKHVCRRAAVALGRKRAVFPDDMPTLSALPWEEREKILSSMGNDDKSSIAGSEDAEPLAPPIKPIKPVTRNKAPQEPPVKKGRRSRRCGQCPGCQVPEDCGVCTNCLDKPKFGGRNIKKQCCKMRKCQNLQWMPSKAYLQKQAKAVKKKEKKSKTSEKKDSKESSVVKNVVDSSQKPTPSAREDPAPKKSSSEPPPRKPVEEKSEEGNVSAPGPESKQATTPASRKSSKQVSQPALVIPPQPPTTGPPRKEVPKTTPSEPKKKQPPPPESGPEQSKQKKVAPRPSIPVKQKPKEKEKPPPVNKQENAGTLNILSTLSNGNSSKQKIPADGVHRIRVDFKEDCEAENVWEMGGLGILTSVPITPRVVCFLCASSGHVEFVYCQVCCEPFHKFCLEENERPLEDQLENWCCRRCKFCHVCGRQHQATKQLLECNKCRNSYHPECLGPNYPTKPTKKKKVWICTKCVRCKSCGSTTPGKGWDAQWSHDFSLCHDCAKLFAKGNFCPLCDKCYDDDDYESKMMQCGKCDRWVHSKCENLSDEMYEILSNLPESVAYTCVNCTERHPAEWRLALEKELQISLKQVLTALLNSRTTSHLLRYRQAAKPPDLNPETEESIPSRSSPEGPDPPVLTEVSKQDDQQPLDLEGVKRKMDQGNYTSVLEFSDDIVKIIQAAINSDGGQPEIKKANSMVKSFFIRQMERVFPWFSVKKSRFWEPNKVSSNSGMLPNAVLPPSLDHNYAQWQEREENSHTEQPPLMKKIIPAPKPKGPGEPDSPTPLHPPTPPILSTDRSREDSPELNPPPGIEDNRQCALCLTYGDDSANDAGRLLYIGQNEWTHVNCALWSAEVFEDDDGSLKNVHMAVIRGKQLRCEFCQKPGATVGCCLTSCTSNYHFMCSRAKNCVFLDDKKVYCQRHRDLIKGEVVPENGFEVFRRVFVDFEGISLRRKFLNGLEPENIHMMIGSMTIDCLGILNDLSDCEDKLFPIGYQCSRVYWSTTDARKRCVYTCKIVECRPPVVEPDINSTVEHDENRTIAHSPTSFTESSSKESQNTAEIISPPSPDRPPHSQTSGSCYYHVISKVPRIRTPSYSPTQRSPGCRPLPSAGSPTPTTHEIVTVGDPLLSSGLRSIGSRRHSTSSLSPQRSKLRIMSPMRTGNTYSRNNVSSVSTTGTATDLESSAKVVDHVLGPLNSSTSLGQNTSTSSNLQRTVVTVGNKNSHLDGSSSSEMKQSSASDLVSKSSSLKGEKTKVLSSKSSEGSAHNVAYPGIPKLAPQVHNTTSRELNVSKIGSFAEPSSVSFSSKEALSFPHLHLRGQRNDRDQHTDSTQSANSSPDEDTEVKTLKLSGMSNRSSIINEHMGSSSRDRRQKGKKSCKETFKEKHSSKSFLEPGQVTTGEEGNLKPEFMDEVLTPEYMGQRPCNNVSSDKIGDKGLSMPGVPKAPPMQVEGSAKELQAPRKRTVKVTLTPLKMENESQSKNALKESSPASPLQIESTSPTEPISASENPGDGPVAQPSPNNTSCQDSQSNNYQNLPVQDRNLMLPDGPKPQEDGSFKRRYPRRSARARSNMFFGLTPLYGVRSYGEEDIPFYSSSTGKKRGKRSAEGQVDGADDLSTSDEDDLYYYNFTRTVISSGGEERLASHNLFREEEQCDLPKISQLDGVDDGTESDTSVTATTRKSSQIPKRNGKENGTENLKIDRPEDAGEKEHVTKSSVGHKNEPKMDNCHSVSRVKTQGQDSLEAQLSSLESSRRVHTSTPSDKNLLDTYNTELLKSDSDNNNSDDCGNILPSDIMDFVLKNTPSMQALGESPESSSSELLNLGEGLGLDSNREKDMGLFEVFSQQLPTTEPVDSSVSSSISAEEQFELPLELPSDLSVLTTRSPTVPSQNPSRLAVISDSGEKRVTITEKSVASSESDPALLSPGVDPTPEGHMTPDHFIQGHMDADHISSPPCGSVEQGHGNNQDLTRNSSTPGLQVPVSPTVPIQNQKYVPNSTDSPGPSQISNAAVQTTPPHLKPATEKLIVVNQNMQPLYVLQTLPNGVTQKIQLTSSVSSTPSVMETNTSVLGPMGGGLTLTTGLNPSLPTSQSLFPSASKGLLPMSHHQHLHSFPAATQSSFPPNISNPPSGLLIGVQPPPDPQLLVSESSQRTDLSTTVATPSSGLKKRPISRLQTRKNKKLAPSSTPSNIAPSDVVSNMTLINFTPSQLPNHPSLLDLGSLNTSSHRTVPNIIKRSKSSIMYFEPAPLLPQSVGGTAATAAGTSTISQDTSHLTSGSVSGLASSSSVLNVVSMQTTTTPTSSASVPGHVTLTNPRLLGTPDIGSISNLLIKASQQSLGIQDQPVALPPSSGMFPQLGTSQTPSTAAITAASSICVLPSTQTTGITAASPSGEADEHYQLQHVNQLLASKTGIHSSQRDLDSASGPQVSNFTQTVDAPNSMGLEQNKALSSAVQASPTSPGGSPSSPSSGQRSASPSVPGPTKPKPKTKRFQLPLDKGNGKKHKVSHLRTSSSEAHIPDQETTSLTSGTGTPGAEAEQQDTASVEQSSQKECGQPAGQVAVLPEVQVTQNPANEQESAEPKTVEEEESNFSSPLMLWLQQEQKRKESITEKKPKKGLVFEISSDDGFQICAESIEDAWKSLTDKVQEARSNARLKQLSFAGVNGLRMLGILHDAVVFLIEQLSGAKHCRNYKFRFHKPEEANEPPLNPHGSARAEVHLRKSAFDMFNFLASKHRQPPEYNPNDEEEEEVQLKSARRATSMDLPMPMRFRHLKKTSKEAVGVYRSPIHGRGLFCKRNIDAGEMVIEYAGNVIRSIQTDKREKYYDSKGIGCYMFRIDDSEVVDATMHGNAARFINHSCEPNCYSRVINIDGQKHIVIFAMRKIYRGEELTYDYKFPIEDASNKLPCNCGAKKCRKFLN
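Purified MLL-CXXC (added from a 7 uM solution) was preincubated 5 min at ambient with pinned compounds in 50 mM Tris-HCl pH 7.5, 50 mM NaCl, 1 mM DTT, 0.05% BSA. Fluorescein-labeled HOX-A9 DNA (50 nM solution) followed, 30 min, then polarization read.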
MBNL1-CUG inh: MBNL1-poly(CUG) RNA binding inhibition; actives 0.036% (n = 280,000); Q9NR56; TR-FRET MBNL1-His/biotin-(CUG)12 binding, 665/545 ratio; Potency, µM (top dose mostly 57.5 µM), for inactives: at the highest dose activity change, negative = inhibition, hits mostly inhibitors; active = well fitted inhibition curve with a large enough effect in the signal ratio, with a control signal flat, not every such curve was filed as active; inconclusive = small, poorly fitted or top-dose-only effect, or effect the other way, or a change in a side signal; inactive = no such curve, though single readings can be large or run the other way; the % refers to the signal ratio; note: potency is the fitted concentration of half-maximal effect; % is set by controls: 0 for no effect and ±100 for the full control effect
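TR-FRET between His-tagged MBNL1 and biotin-(CUG)12 RNA, detected with Tb anti-His antibody (0.055 ng/ul) and streptavidin-XL665 (5 nM), 60 min at room temperature. Compounds titrated 92 nM to 58 uM; 665/545 nm ratio normalized to buffer and complex controls.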
PTAP TSG101 blk: blocks PTAP/TSG101 interaction to inhibit HIV-1 budding; Q99816; Fluorescence polarization, FITC-PTAP peptide / Tsg101 binding; Potency, µM (doses to about 115 µM), for the others: at the highest dose activity change, negative = inhibition, hits mostly inhibitors; 340,000 tested, under 10 active; active = well fitted inhibition curve with a large enough effect in the main read-out, with a control signal flat, not every such curve was filed as active; inconclusive = small, poorly fitted or top-dose-only effect, or effect the other way, or a change in a side signal; inactive = no such curve, though single readings can be large or run the other way; note: potency is the fitted concentration of half-maximal effect; % of control where 0% means no effect
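Tsg101 binding domain (10 uM final) was mixed with compound and a FITC-labeled PTAP peptide (50 nM final) in HEPES pH 7.5 buffer with NaCl, Tween 20, EDTA and TCEP; fluorescence polarization was read after 20 min at r.t.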
Numbers without * were called inactive; [ ] = remark or other dose. Unless noted, calls come from the whole dose curve; as a rule, active = well fitted curve in the direction sought with a large enough effect; inconclusive = small, poorly fitted or top-dose-only effect, or another doubt; inactive = no such curve, though single readings can be large; an effect the other way counts as inactive or inconclusive. These rows are one share of the data; count on the stated rates, not on these rows.

How did CN(Cc1ccccc1)S(=O)(=O)CCNC(=O)c1ccc2c(c1)OCO2 do in these assays?
TCR activator: 4%; A-T KAP1 phos: -7%; TSHR antagonist: 6; Mito fusion yeast: 2%; Integrin act MD: 12%; PTAP TSG101 blk: 1%

What do the screens show for `Cc1cccc(C(=O)NCCCN2CCCC2=O)c1`?
TCR activator: -1%; ASM inhibitor: 3%; TSHR antagonist: 4; Menin MLL FP TR: 7%; Mito fusion yeast: -1%; Integrin act MD: 3%; MLL CXXC-DNA inh: -3%; MBNL1-CUG inh: -6%; PTAP TSG101 blk: -3%

What do the screens show for `CS(=O)(=O)NNC(=O)c1csc(Cc2c(Cl)sc3ccc(Cl)cc23)n1`?
TCR activator: -4%; A-T KAP1 phos: -1%; ASM inhibitor: 0%; TSHR antagonist: 7; Mito fusion yeast: 1%; Integrin act MD: -24%; MLL CXXC-DNA inh: 14%; MBNL1-CUG inh: -7%; PTAP TSG101 blk: -8%

What do the screens show for `CCN(CC(=O)NCc1cccs1)C(=O)c1cc(Br)ccc1O`?
A-T KAP1 phos: -6%; ASM inhibitor: 2%; Integrin act MD: 2%; PTAP TSG101 blk: -1%

How did CN(CCOc1ccccc1)C(=O)C1CCN(C(=O)c2ccc(Cl)cc2)CC1 do in these assays?
TCR activator: 7%; A-T KAP1 phos: 8%; ASM inhibitor: 5%; TSHR antagonist: -14; Mito fusion yeast: 4%; Integrin act MD: -25%; MLL CXXC-DNA inh: -6%; MBNL1-CUG inh: -19%; PTAP TSG101 blk: -1%

How did Cc1ccc(-c2cc(-c3ccccc3[N+](=O)[O-])[nH]n2)c(O)c1 do in these assays?
TCR activator: -17%; A-T KAP1 phos: -1%; ASM inhibitor: -15%; TSHR antagonist: -3; Menin MLL FP TR: inconclusive; Mito fusion yeast: 18%; Integrin act MD: 28%; MLL CXXC-DNA inh: -10%; MBNL1-CUG inh: 9%; PTAP TSG101 blk: -2%

What do the screens show for `CCOC(=O)c1c(C)oc2ccc(OCC(N)=O)cc12`?
TCR activator: 1%; A-T KAP1 phos: 1%; ASM inhibitor: -1%; TSHR antagonist: -9; Menin MLL FP TR: -21%; Mito fusion yeast: 6%; Integrin act MD: 17%; MLL CXXC-DNA inh: -6%; MBNL1-CUG inh: 4%; PTAP TSG101 blk: -4%

Results for CCOC(=O)C1=C(C)Nc2nnnn2C1c1cccc(OC)c1OC (stereo not drawn) ?
TCR activator: 4%; A-T KAP1 phos: -1%; ASM inhibitor: 3%; TSHR antagonist: 19; Menin MLL FP TR: 6%; Mito fusion yeast: 5%; Integrin act MD: -9%; MLL CXXC-DNA inh: -11%; MBNL1-CUG inh: 1%; PTAP TSG101 blk: 0%

How did COc1ccc(CC(=O)NCc2ccc3c(c2)OCO3)cc1 do in these assays?
TCR activator: 0%; ASM inhibitor: -3%; TSHR antagonist: 8; Menin MLL FP TR: 7%; Mito fusion yeast: -1%; Integrin act MD: 12%; MLL CXXC-DNA inh: 13%; MBNL1-CUG inh: -5%; PTAP TSG101 blk: 0%

Results for O=C(c1nc2ccccn2c1CNCCOc1cccnc1)N1CCOCC1 ?
TCR activator: -2%; A-T KAP1 phos: -4%; ASM inhibitor: 4%; TSHR antagonist: 2; Menin MLL FP TR: 12%; Mito fusion yeast: 2%; Integrin act MD: 7%; MLL CXXC-DNA inh: -11%; MBNL1-CUG inh: 0%; PTAP TSG101 blk: -13%

How did N#Cc1nc(COc2ccccc2)oc1N1CCCCCC1 do in these assays?
TCR activator: -4%; A-T KAP1 phos: 6%; ASM inhibitor: 0%; TSHR antagonist: -10; Menin MLL FP TR: 4%; Mito fusion yeast: 3%; Integrin act MD: -5%; MLL CXXC-DNA inh: 5%; MBNL1-CUG inh: 3%; PTAP TSG101 blk: -6%

How did CCOc1ccc(-n2c(SCC(=O)Nc3ccc4c(c3)OCO4)nc3ccccc3c2=O)cc1 do in these assays?
TCR activator: 10%; A-T KAP1 phos: -8%; ASM inhibitor: -3%; TSHR antagonist: -5; Menin MLL FP TR: -10%; Mito fusion yeast: 12%; Integrin act MD: 10%; MLL CXXC-DNA inh: -7%; MBNL1-CUG inh: 6%; PTAP TSG101 blk: -4%

Results for COCC(C)n1c(C)cc(C(=O)COC(=O)c2cc(=O)[nH]c3ccccc23)c1C (stereo not drawn) ?
TCR activator: -2%; A-T KAP1 phos: 1%; ASM inhibitor: 10%; TSHR antagonist: -1; Integrin act MD: inconclusive; PTAP TSG101 blk: -6%

How did CCOC(=O)CSc1nc2cccnc2n1C do in these assays?
TCR activator: -9%; A-T KAP1 phos: -4%; ASM inhibitor: 3%; TSHR antagonist: 4; Menin MLL FP TR: 0%; Mito fusion yeast: -5%; Integrin act MD: 21%; MLL CXXC-DNA inh: 6%; MBNL1-CUG inh: -2%; PTAP TSG101 blk: -3%

Results for O=C1CCN(Cc2ccc([N+](=O)[O-])cc2)CCN1[C@H](CO)Cc1ccccc1 ?
TCR activator: -13%; A-T KAP1 phos: -9%; ASM inhibitor: 2%; TSHR antagonist: 1; Menin MLL FP TR: -1%; Mito fusion yeast: 0%; Integrin act MD: -23%; MLL CXXC-DNA inh: -3%; MBNL1-CUG inh: inconclusive; PTAP TSG101 blk: -2%

How did CCC1(c2ccc(F)cc2)NC(=O)N(CC(=O)Nc2cc(C)on2)C1=O (stereo not drawn) do in these assays?
TCR activator: -5%; A-T KAP1 phos: 0%; ASM inhibitor: 4%; TSHR antagonist: -13; Mito fusion yeast: -4%; Integrin act MD: 17%; PTAP TSG101 blk: -1%

What do the screens show for `CC[C@]12c3[nH]c4cc(-c5ccco5)ccc4c3CCN1C(=O)[C@@H](CC(=O)NCCCN(C)C)C[C@@H]2C(=O)N1CCN(C(=O)C2CC2)CC1`?
TCR activator: 3%[46.1 µM]; A-T KAP1 phos: 1%[11.5 µM]; ASM inhibitor: 20%; TSHR antagonist: 1; Integrin act MD: 8%; PTAP TSG101 blk: -5%

How did COc1cc2cc(C)c(Br)c(OC)c2cc1OC do in these assays?
TCR activator: 4%; ASM inhibitor: -6%; Integrin act MD: 3%; PTAP TSG101 blk: -4%

What do the screens show for `O=C(CCNC(=O)C1CCN(S(=O)(=O)c2ccccc2)CC1)NCc1ccc(Cl)c(Cl)c1`?
TCR activator: 4%; A-T KAP1 phos: 12%; ASM inhibitor: 1%; TSHR antagonist: -5; Mito fusion yeast: 0%; Integrin act MD: -8%; MLL CXXC-DNA inh: 3%; MBNL1-CUG inh: -1%; PTAP TSG101 blk: 7%

How did Cc1cccc(NC(=S)N2CCCN(c3ncccc3[N+](=O)[O-])CC2)c1 do in these assays?
TCR activator: 5%; A-T KAP1 phos: 4%; ASM inhibitor: -2%; TSHR antagonist: -9; Mito fusion yeast: -1%; Integrin act MD: -2%; MLL CXXC-DNA inh: -9%; MBNL1-CUG inh: inconclusive; PTAP TSG101 blk: 1%

Results for COc1cc(NC(=O)N2c3ccccc3Sc3ccccc32)c(C(=O)O)cc1OC ?
TCR activator: 0%; A-T KAP1 phos: 8%; ASM inhibitor: 13%; TSHR antagonist: 7; Menin MLL FP TR: inconclusive; Mito fusion yeast: -1%; Integrin act MD: -2%; MLL CXXC-DNA inh: 1%; MBNL1-CUG inh: 22%; PTAP TSG101 blk: -6%

What do the screens show for `CCOc1cc(CNc2ccccc2)cc(Br)c1OCc1ccc(F)cc1`?
TCR activator: -2%; A-T KAP1 phos: 8%; ASM inhibitor: -7%; TSHR antagonist: -8; Menin MLL FP TR: 24%; Mito fusion yeast: 5%; Integrin act MD: -19%; MLL CXXC-DNA inh: 7%; MBNL1-CUG inh: -8%; PTAP TSG101 blk: -5%

What do the screens show for `NS(=O)(=O)c1ccc(NC2=CC(c3ccc([N+](=O)[O-])cc3)N(c3ccc(S(N)(=O)=O)cc3)C2=O)cc1` (stereo not drawn)?
TCR activator: -2%; A-T KAP1 phos: -8%; ASM inhibitor: -8%; TSHR antagonist: -2; Mito fusion yeast: 2%; Integrin act MD: -8%; MLL CXXC-DNA inh: -13%; PTAP TSG101 blk: -3%

What do the screens show for `CCOC(=O)CC(/C(C)=N\O)c1ccccc1` (stereo not drawn)?
TCR activator: -2%; A-T KAP1 phos: 6%; ASM inhibitor: 1%; TSHR antagonist: -6; Menin MLL FP TR: 7%; Mito fusion yeast: 4%; Integrin act MD: -15%; MLL CXXC-DNA inh: 13%; MBNL1-CUG inh: -7%; PTAP TSG101 blk: -14%

How did O=C(OCC(=O)N1CCCCC1)c1cc2ccccc2cc1O do in these assays?
TCR activator: -2%; A-T KAP1 phos: -5%; ASM inhibitor: 7%; TSHR antagonist: -8; Menin MLL FP TR: 0%; Mito fusion yeast: 2%; Integrin act MD: -10%; MLL CXXC-DNA inh: -1%; MBNL1-CUG inh: inconclusive; PTAP TSG101 blk: -5%
